RMI-FANCM inh – disruptors of RMI1/RMI2 association with MM2 peptide – biochemical, fluorescence polarization, human, primary screen. RMI core complex (RMI1/RMI2) binding to FANCM MM2 peptide, human. RMI core complex with F-MM2 peptide; stronger effect = lower value. FP signal (polarization) at 33 µM. hit rate 0.58% among 70,000. AID 1159607, 2016; in the data active means FP signal below about 40; further: inactives centre near 61; strong numbers were not always called active; unit not given here
Starred values were filed as active, the others as inactive; & = joins results of further samples.

SMILES | RMI-FANCM inh
Cc1cc(C)c(NC(=O)Cn2cnc3c(sc4ccccc43)c2=O)c(C)c1 | 139
N#CC(C#N)=CNc1nccs1 | 49
Cc1cc(=O)oc2cc(Oc3ncnc4sc5c(c34)CCC5)ccc12 | 71
Cc1onc(-c2ccccc2)c1-c1csc(N/N=C/c2ccccc2Cl)n1 | 53
Cc1cc(C(=O)Nc2nc3c(s2)CCc2ccccc2-3)nn1C | 61
CN(C)c1ccc(C(CNC(=O)C23CC4CC(CC(C4)C2)C3)N2CCN(c3ccccc3)CC2)cc1 (configuration not stated) | 55
O=C(Nc1ccc2c(c1)OCCO2)c1ccc(CNS(=O)(=O)c2cccc(C(F)(F)F)c2)cc1 | 115
O=C(Nc1nnc(C2CCCO2)o1)c1sc2ccccc2c1Cl (configuration not stated) | 55
CC(C)(C)c1ccc(S(=O)(=O)NCc2ccc(C(=O)NCc3ccccn3)cc2)cc1 | 90
COc1cc2c(cc1OC)C1=C(C#N)COCN1CC2 | 60
Cc1ccc(Sc2c(C)nn(-c3ccccc3)c2OC(=O)c2c(F)cccc2F)cc1 | 60
CC1(C)Cc2cccc(OCc3ccc(C(=O)Nc4nccs4)cc3)c2O1 | 57
O=C(NCCn1ncc2c(=O)n(Cc3cccc(C(F)(F)F)c3)cnc21)c1ccc2c(c1)OCO2 | 71
COc1ccccc1C1CCN(c2cc(O)ccc2[N+](=O)[O-])CC1 | 55
CSc1ccccc1NC(=O)C1OC2OC(C)(C)OC2C2OC(C)(C)OC12 (configuration not stated) | 65
COC(=O)c1ccc(NC(=O)c2csc(Nc3ccccc3)n2)cc1 | 93
O=C(C(=C(O)c1ccccc1)c1cc(NS(=O)(=O)c2ccc(Cl)cc2)ccc1O)c1ccccc1 | 58
N/C(Cn1cnc2ccccc21)=N/O | 66
O=C(NCCSc1ncc(-c2ccc(F)cc2)[nH]1)c1cccs1 | 54
O=Cc1ccnc2ccccc12 | 54
COCc1cc(OC(C)C)nc(-c2cccc(C)c2)n1 | 62
CCCc1ccc(C(=O)Nc2ccc3c(c2)CN(S(=O)(=O)c2ccc(C)cc2)CC3)cc1 | 71
C=CCN1C(=O)C(C)(C)COc2ccc(NC(=O)c3ccccc3C(F)(F)F)cc21 | 68
Cc1sc2nc(SCC(=O)Nc3ccc4c(c3)OCCO4)n(-c3ccccc3)c(=O)c2c1C | 72
CC(=O)Nc1ccc(S(=O)(=O)N2CCN(c3c(C)cc(C)cc3C)CC2)cc1 | 71
Cn1cnc2c(Cl)ncnc21 | 59
CC(C)c1ccc(NC(=O)C(=O)NCC(c2ccc3c(c2)CCCN3C)N2CCCCC2)cc1 (configuration not stated) | 61
CCn1c(=NC(=O)c2ccc(S(=O)(=O)N3CC(C)OC(C)C3)cc2)sc2cc(F)cc(F)c21 (configuration not stated) | 60
CC1=NCCN1 | 57
CCN(CC)CCN(C(=O)c1ccc(S(=O)(=O)N2CCCc3ccccc32)cc1)c1nc2ccc(C)cc2s1 | 76
CN1CCN(C(CNC(=O)c2ccc(C(F)(F)F)cc2)c2ccc(N(C)C)cc2)CC1 (configuration not stated) | 62
O=C(NNC(=S)Nc1ccc2c(c1)OCCO2)c1ccco1 | 63
Cc1cc(NC(=O)CSc2nnc(C)c3cnn(-c4ccc(C)c(C)c4)c23)no1 | 64
COc1ccc(C(N)=O)cc1OC1CCCC1 | 57
S=c1[nH]c(-c2ccc(Cl)cc2)cn1-c1ccccc1 | 61
O=[N+]([O-])c1ccc2c(c1)CCN2 | 58
COc1ccc2sc(N(CCN(C)C)C(=O)c3ccc(C)cc3C)nc2c1 | 85
CN(C)CC[C@H](c1ccc(Cl)cc1)c1ccccn1 | 58&49
O=C(CSc1nccc(-c2ccc3c(c2)OCO3)n1)N1CCOCC1 | 63
C#CCn1c(=NC(=O)c2ccc3ncsc3c2)sc2cccc(Cl)c21 | 107
CN(C)c1cc(Nc2ccccc2)c2c(=O)n(C)c(=O)n(C)c2n1 | 54
N#CCCN(Cc1cccs1)C(=O)c1cccs1 | 64
CCCn1c(=O)c2[nH]cnc2n(-c2ccc(Cl)cc2)c1=O | 60
O=C(O)/C=C/NNC(=O)c1ccc([N+](=O)[O-])cc1 | 62
O=C(O)Cn1c(-c2ccc(Br)cc2)nc(=O)c2c1CCCC2 | 65
CC(C)CNC(=O)c1ccc2c(=O)nc3c(-c4cccc(C(F)(F)F)c4)n[nH]n3c2c1 | 59
COc1ccc(C(=O)Nc2ncc(S(=O)(=O)c3ccc([N+](=O)[O-])cc3)s2)cc1OC | 71
Cc1ccc(S(=O)(=O)c2ccc(N3CCC(C(=O)OCc4ccccc4)CC3)nn2)cc1 | 69
O=C(CCCc1ccccc1)Nc1ccc2c(c1)N(C(=O)c1ccco1)CC2 | 76
CCOC(CNS(=O)(=O)CCNC(=O)c1ccccc1)OCC | 51
Next part.
SMILES | RMI-FANCM inh
CN=C1SCC(O)(c2cccc([N+](=O)[O-])c2)N1C (configuration not stated) | 60
O=S(=O)(NCC1CCN(Cc2ccco2)CC1)c1ccc2c(c1)OCCO2 | 73
CC(=O)c1ccc(NC(=O)CSc2nc3ccccc3o2)cc1 | 58
Cc1ccc(C(c2c(O)cc(C)n(Cc3cccnc3)c2=O)N2CCN(c3ccc(F)cc3)CC2)cc1 (configuration not stated) | 55
CN(c1ccccc1)S(=O)(=O)c1ccc(C(=O)Nc2nnc(-c3ccno3)o2)cc1 | 56
Cc1cc(S(=O)(=O)N2CCN=C2c2ccccc2)cc([N+](=O)[O-])c1C | 63
CNCC(O)CN(c1ccccc1)c1ccccc1 (configuration not stated) | 59
O=C(NCc1ccc(F)cc1)c1ccc2nc[nH]c2c1 | 60
CNC(=O)NNC(=O)c1csc(-c2ccc(C(F)(F)F)cc2Cl)n1 | 53
CCS(=O)(=O)c1ccc(O)c(NC(=O)c2nccnc2C(=O)O)c1 | 56
O=c1ccc(-c2cccs2)nn1CCNS(=O)(=O)c1ccc(F)c(Cl)c1 | 54
Cc1ccc(S(=O)(=O)NNC(=O)CSc2ncnc3scc(C)c23)cc1 | 61
Cc1cc2ncn(CCC(=O)O)c2cc1C | 56
CS(=O)(=O)N1CCN=C1SCc1cccc(C(F)(F)F)c1 | 58
CC1=CC(=O)C(CCOCCOCCC2=CC(=O)C(C)=CC2=O)=CC1=O | 48
COCCn1c(SCc2cccc(Cl)c2)nc2cc(C(=O)NC3CCCC3)ccc2c1=O | 59
N#CCNC(=O)OCc1ccccc1 | 63
COc1cccc(-c2nc(Cn3ccn4nc(-c5ccc(C)cc5)cc4c3=O)c(C)o2)c1OC | 67
COC(=O)c1cc(S(=O)(=O)Nc2cccc(-c3cnco3)c2)oc1C | 55
COc1ccc(C(C)=O)cc1CSc1nccc(=O)[nH]1 | 53
Cn1c(=O)c2ccc(C(=O)NC3CCCCC3)cc2n2c(=O)n(Cc3cccc(C(F)(F)F)c3)nc12 | 97
C=CCc1c(C)c(C#N)c2[nH]c3ccccc3n2c1=O | 64
O=C(NCCc1ccc(Cl)cc1)C(=O)Nc1ccc(F)c([N+](=O)[O-])c1 | 55
CCn1ccc(C(=O)Nc2nc(-c3nc4ccccc4s3)cs2)n1 | 64
CCN(CC)C(=O)CSc1nc2c(-c3ccccc3)c[nH]c2c(=O)n1C | 61
COc1ccc(S(=O)(=O)NCC(c2cccn2C)N2CCCC2)c(OC)c1 (configuration not stated) | 66
O=C(NNc1nccc(C(F)(F)F)n1)c1cc(C(F)(F)F)cc(C(F)(F)F)c1 | 57
COc1ccc(N2CCN(C(=O)Cc3csc(NC(=O)c4ccccc4)n3)CC2)cc1 | 54
Cc1nc2sc(C)c(C)n2c(=O)c1NC(=O)c1cccnc1 | 68
C[n+]1c(CCCCO)sc2ccccc21 | 62
COc1ccc2cc(S(=O)(=O)NC3CC(C)(C)NC(C)(C)C3)ccc2c1 | 64
CC(C)C(=O)Nc1ccc(SCC(=O)Nc2ccc3c(c2)OCCO3)nn1 | 67
COc1ccc(C=O)cc1Cn1c(=O)n(-c2ccc(CC(=O)NCC(C)C)cc2)c(=O)c2ccccc21 | 104
CCOC(=O)c1c(C)oc2c1c(C=Nc1ccc(Cl)cn1)c(O)c1ccccc12 | 71
O=C(Cc1ccc(F)cc1)NCCn1ncc2c(=O)n(Cc3ccc(Br)cc3)cnc21 | 71
CCCCN(C(=O)c1ccc(C(C)(C)C)cc1)C1CCS(=O)(=O)C1 (configuration not stated) | 55
Cc1ccc(NC(=O)c2ccccc2NC(=O)c2sc3ccccc3c2Cl)c(C(=O)c2ccccc2)c1 | 55
O=C(Nc1ccc(OC(F)(F)F)cc1)N1CCN(c2ccc(-c3ccco3)nn2)CC1 | 99
Cc1nn(C(=O)c2ccccc2-c2ccc(C(F)(F)F)cc2)c(C)c1Sc1ccc(Cl)cc1 | 98
COc1ccc(-n2ccn(CC(=O)Nc3cc(C)ccc3OC)c2=O)cc1 | 63
CCOC(=O)c1cnc(C(F)(F)F)nc1N/N=C\c1ccc(Cl)cc1 | 59
Cc1ccc(S(=O)(=O)c2nc(S(C)(=O)=O)sc2NCc2ccc(Cl)cc2)cc1 | 66
COc1ccc(N2CCCS2(=O)=O)cc1NC(=O)C(=O)NCCN(C)C | 62
Cc1ccc(C(=O)N2CCN(C(=O)N3CCOCC3)CC2)cc1 | 54
O=C(NNC(=O)c1ccccc1F)c1ccc(=O)n(Cc2ccccc2)c1 | 62
O=C(NCC1COC2(CCCC2)O1)c1cc2ccccc2oc1=O (configuration not stated) | 53
CN1C2CCC1CC(OC(=O)C(O)c1ccccc1)C2 (configuration not stated) | 52
C/C(=N/NC(=O)CSC1CN(C(c2ccccc2)c2ccccc2)C1)c1ccc([N+](=O)[O-])cc1 | 59
COc1ccc2nc(-n3nc(C)cc3NC(=O)c3cccs3)sc2c1 | 65
Cc1cc(O)c(C2OC(=O)c3ccccc32)c(=O)[nH]1 (configuration not stated) | 65

As a working copy, some entries already given.
SMILES | RMI-FANCM inh
COc1ccc(N2CCN(C(=O)Cc3csc(NC(=O)c4ccccc4)n3)CC2)cc1 | 54
Cc1nc2sc(C)c(C)n2c(=O)c1NC(=O)c1cccnc1 | 68
C[n+]1c(CCCCO)sc2ccccc21 | 62
COc1ccc2cc(S(=O)(=O)NC3CC(C)(C)NC(C)(C)C3)ccc2c1 | 64
CC(C)C(=O)Nc1ccc(SCC(=O)Nc2ccc3c(c2)OCCO3)nn1 | 67
COc1ccc(C=O)cc1Cn1c(=O)n(-c2ccc(CC(=O)NCC(C)C)cc2)c(=O)c2ccccc21 | 104
CCOC(=O)c1c(C)oc2c1c(C=Nc1ccc(Cl)cn1)c(O)c1ccccc12 | 71
O=C(Cc1ccc(F)cc1)NCCn1ncc2c(=O)n(Cc3ccc(Br)cc3)cnc21 | 71
CCCCN(C(=O)c1ccc(C(C)(C)C)cc1)C1CCS(=O)(=O)C1 (configuration not stated) | 55
Cc1ccc(NC(=O)c2ccccc2NC(=O)c2sc3ccccc3c2Cl)c(C(=O)c2ccccc2)c1 | 55
O=C(Nc1ccc(OC(F)(F)F)cc1)N1CCN(c2ccc(-c3ccco3)nn2)CC1 | 99
Cc1nn(C(=O)c2ccccc2-c2ccc(C(F)(F)F)cc2)c(C)c1Sc1ccc(Cl)cc1 | 98
COc1ccc(-n2ccn(CC(=O)Nc3cc(C)ccc3OC)c2=O)cc1 | 63
CCOC(=O)c1cnc(C(F)(F)F)nc1N/N=C\c1ccc(Cl)cc1 | 59
Cc1ccc(S(=O)(=O)c2nc(S(C)(=O)=O)sc2NCc2ccc(Cl)cc2)cc1 | 66
COc1ccc(N2CCCS2(=O)=O)cc1NC(=O)C(=O)NCCN(C)C | 62
Cc1ccc(C(=O)N2CCN(C(=O)N3CCOCC3)CC2)cc1 | 54
O=C(NNC(=O)c1ccccc1F)c1ccc(=O)n(Cc2ccccc2)c1 | 62
O=C(NCC1COC2(CCCC2)O1)c1cc2ccccc2oc1=O (configuration not stated) | 53
CN1C2CCC1CC(OC(=O)C(O)c1ccccc1)C2 (configuration not stated) | 52

New compounds follow
SMILES | RMI-FANCM inh
CCOc1ccc(C2C3=C(COC3=O)Nc3c2c(=O)n(C)c(=O)n3CC)cc1OC (configuration not stated) | 59
COc1cc(C(=O)NCC(c2ccc(N(C)C)cc2)N2CCCC2)c([N+](=O)[O-])cc1OC (configuration not stated) | 60
CN(C)CCCCSC(=N)N | 52
CCOC(=O)c1cc(NS(=O)(=O)c2ccc3c(c2)CCO3)ccc1N1CCCCC1 | 66
CS(=O)(=O)N1CCC(C(=O)Nc2nnc(-c3ccc4c(c3)CCCC4)o2)CC1 | 62
Cc1ccc(Cl)c2sc(=NC(=O)c3ccc(Br)s3)n(C)c12 | 66
CN(C)c1ccc(CCCNS(=O)(=O)c2cccs2)cc1 | 71
Cc1ccc(S(=O)(=O)NCC(c2ccsc2)N2CCCCCC2)s1 (configuration not stated) | 65
Oc1c(Cl)cc(Cl)cc1/C=N\NC(=S)NC1CC2CCC1C2 (configuration not stated) | 11*
CSc1ccccc1NC(=O)CC1SC(N)=NC1=O (configuration not stated) | 57
CC1CCN(S(=O)(=O)c2ccc(C(=O)Nc3nc4ccc(Cl)cc4s3)cc2)CC1 | 81
COc1ccc(-c2csc(NC(=O)/C=C\c3ccccc3)n2)cc1 | 72
CCC(=O)Nc1ccc(SCC(=O)NCc2ccccc2)nn1 | 66
COc1ccc(S(=O)(=O)CCCC(=O)N=c2sc3cc(C)cc(C)c3n2C)cc1 | 53
CCOc1cc(S(=O)(=O)NCc2ccco2)ccc1F | 56
COc1ccc(-c2c3c(nc4sc(C(=O)NCc5ccc6c(c5)OCO6)c(N)c24)CC(C)(C)CC3=O)cc1 | 55
Cc1noc(C)c1S(=O)(=O)N1CCC(c2nnc(-c3ccc(F)cc3)o2)CC1 | 60
O=C1CCC(c2ccccc2)C(O)=C1C=Nc1cccc(C(F)(F)F)c1 (configuration not stated) | 59
Cc1cc(NS(=O)(=O)c2ccc(NC(=O)c3c(-c4ccccc4Cl)noc3C)cc2)no1 | 54
COC(=O)C(N)CS (configuration not stated) | 64
C#CCn1nnc2ccccc21 | 60
CC(C#N)(Cc1ccccc1)Nc1ccc(Cl)cc1 (configuration not stated) | 52
COc1ccc(NC(=O)Nc2ccc3nc(C)n(-c4ccccc4)c(=O)c3c2)cc1OC | 62
O=c1c(O)c(-c2ccc(O)c(O)c2)oc2cc(O)cc(O)c12 | 66&72&60
COc1cc(NC(=S)NN)cc(C(F)(F)F)c1 | 51
Clc1ccc(CSc2nnc(-n3cccc3)s2)cc1 | 62
O=c1ccc2cc(O)c(O)cc2o1 | 41&45

These rows are one share of the data, so the mix of outcomes need not match the whole.
